Source: PubChem BioAssay (several laboratories)
CRFBP-R2 block: antagonists of CRF-BP/CRF-R2 complex, primary screen, cell-based, HEK293, calcium dye fluorescence, uHTS. inhibition, % at 11.8 µM. AID 588475, 2011. 0.59% of 350,000 active. CRF-induced calcium fluorescence;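 active means inhibition of the ligand-induced calcium signal above about 50% at the single tested concentration, limit read from the data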
CRFBP-R2 agonist: agonists of CRF-BP/CRF-R2 complex, primary screen, cell-based, HEK293, calcium dye fluorescence, uHTS. 0.46% of 350,000 active. calcium dye fluorescence (FLIPR); percent of saturating CRF peptide response. activation, % at 13.2 µM;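 active means activation of at least 50%, plus an integration ratio under a set limit after plate pattern correction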;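 further: plate controls were neutral control wells without compound for no effect and CRF at EC100 for full effect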
CHRM4 agonist: human M4 muscarinic receptor agonists, primary screen, CHO-K1 cells, Fluo-8 calcium fluorescence; CHO-K1 hM4/Gqi5; vehicle 0%, full acetylcholine response 100%; activation, % at 3 µM; 0.14% of 360,000 active; Muscarinic acetylcholine receptor M4 (Homo sapiens), P08173; AID 624127, 2012;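 active means activation above the run mean over all test wells plus 3 SD, cut at about 32% in these data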;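 further: peak over basal fluorescence ratio per well then scaled between controls; 0% = DMSO wells and 100% = acetylcholine at EC100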
Target sequence (P08173 whole entry, looked up): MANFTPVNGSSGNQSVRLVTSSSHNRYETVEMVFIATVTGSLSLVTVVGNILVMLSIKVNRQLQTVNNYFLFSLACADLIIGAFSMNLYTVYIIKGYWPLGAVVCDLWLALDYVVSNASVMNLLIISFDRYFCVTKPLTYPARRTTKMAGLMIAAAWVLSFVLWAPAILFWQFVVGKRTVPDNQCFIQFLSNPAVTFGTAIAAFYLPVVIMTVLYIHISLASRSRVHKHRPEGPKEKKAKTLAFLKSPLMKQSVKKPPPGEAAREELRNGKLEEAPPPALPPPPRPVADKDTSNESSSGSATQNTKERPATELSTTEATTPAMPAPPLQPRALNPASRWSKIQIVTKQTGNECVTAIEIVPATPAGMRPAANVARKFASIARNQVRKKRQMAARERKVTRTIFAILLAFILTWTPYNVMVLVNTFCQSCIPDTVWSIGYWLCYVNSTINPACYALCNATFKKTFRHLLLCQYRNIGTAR
M5 antag: human M5 muscarinic receptor antagonists, primary screen, CHO cells, Fluo-8 calcium fluorescence; CHO-hM5 cells, ACh EC80; inhibition, % at 3 µM; 0.59% of 360,000 active;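 active means inhibition above a per-plate cutoff, the mean of that plate's test compounds plus 3 SD, cut at about 27% in these data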;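 further: 0% = acetylcholine EC80 with DMSO and 100% = DMSO without agonist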
M5 ag: human M5 muscarinic receptor agonists, primary screen, CHO-K1 cells, Fluo-8 calcium fluorescence. AID 624037, 2012. CHO-K1 hM5 cells; 0% DMSO wells, 100% maximal acetylcholine response. 0.19% of 360,000 active. activation, % at 3 µM. Muscarinic acetylcholine receptor M5 (Homo sapiens), P08912;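 active means activation above the run's mean over test compounds plus 3 SD, cut at about 23% in these data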;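 further: signal is peak over basal fluorescence ratio across the kinetic read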
M5 PAM: human M5 muscarinic receptor positive allosteric modulators, primary screen, CHO-K1 cells, Fluo-8 calcium fluorescence; Muscarinic acetylcholine receptor M5 (Homo sapiens), P08912; CHO-K1 hM5, ACh EC20 PAM; 0% = ACh EC20, 100% = ACh EC100; activation, % at 3 µM; 0.3% of 360,000 active;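 active means activation above the run cutoff, the mean activation of all test compounds plus 3 SD, cut at about 18% in these data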
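system = human M5 receptor in CHO-K1 cells | compound = one concentration, 3 µM final (nominal) | schedule = Post-acetylcholine fluorescence recording 140 s | signal = Fluo-8 calcium dye fluorescence, kinetic read | benchmarks = low control EC20 acetylcholine (0%), high control EC100 acetylcholine (100%) | repeats = singlicate, one well per test compound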
M4 antag: human M4 muscarinic receptor antagonists, primary screen, CHO cells, Fluo-8 calcium fluorescence | CHO-hM4 cells, ACh EC80 | inhibition, % at 3 µM | 0.73% of 360,000 active | AID 624125, 2012;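 active means inhibition above its plate's cutoff, the mean inhibition of sample wells plus 3 SD, cut at about 27% in these data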;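 further: 0% = acetylcholine EC80 with DMSO and 100% = DMSO without agonist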
IDE inh: human IDE inhibitors in live cells, primary screen, fluorescence polarization, HEK cells, FAbetaB substrate; inhibition, % at 5.59 µM; AID 434962, 2010; 0.41% of 320,000 active; Insulin-degrading enzyme (Homo sapiens), P14735; FAbetaB cleavage;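 active means percent inhibition above the average of all tested compounds plus 3 SD, set per screening campaign, cut at about 16% in these data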;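 further: IDE supplied by intact live HEK cells; FP after avidin binding of uncleaved biotin substrate so inhibition keeps polarization high; 0% = DMSO wells and 100% = 60 µM reference IDE inhibitor Ii1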
M4 PAM: human M4 muscarinic receptor positive allosteric modulators, primary screen, CHO-K1 cells, Fluo-8 calcium fluorescence. Muscarinic acetylcholine receptor M4 (Homo sapiens), P08173. CHO-K1 hM4/Gqi5, ACh EC20; 0% = ACh EC20, 100% = maximal ACh. activation, % at 3 µM. 0.4% of 360,000 active. AID 624126, 2012;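 active means activation above its plate's cutoff, the mean activation of sample wells plus 3 SD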; further: some results filed as inactive read as strong as hits
An asterisk follows results filed as active; / = not tested or not shown.

Order of results: CRFBP-R2 block	CRFBP-R2 agonist	CHRM4 agonist	M5 antag	M5 ag	M5 PAM	M4 antag	IDE inh	M4 PAM
CCNC(=S)Nc1scc(-c2ccccc2)c1C(=O)OCC
  -32	22	-2	11	-1	-8	5	-6	-4
Nc1c(C(=O)Nc2ccccc2)sc2nc3c(c(-c4ccco4)c12)CCC3
  -4	0.3	1	0	2	2	-1	5	8
COc1ccc2c3c(cccc13)OCC2=O
  3	-0.1	1	2	-5	-3	-2	7	8
COC(=O)CN=Cc1c(C)[nH]n(-c2ccccc2)c1=O
  14	3.0	1	0	0	1	-3	-2	6
O=C(NCC(O)c1nc2ccccc2[nH]1)c1cc2ccccc2[nH]1 (stereo unspecified)
  /	/	2	15	0	-6	6	/	-6
O=C1NC(=O)N2CCSC2(Cc2ccccc2)N1 (stereo unspecified)
  -16	1.3	1	13	-2	0	-12	/	5
Cn1cnnc1Sc1ccc(CN2CCN(C3CCCC3)C(CCO)C2)o1 (stereo unspecified)
  0	-0.3	1	7	-9	-4	43*	10	-18
Nc1c(S(=O)(=O)c2cc(Cl)ccc2Cl)c2nc3ccccc3nc2n1CCN1CCOCC1
  -7	0.8	2	-3	3	3	10	-4	15
O=C(/C=C/C=C/c1ccccc1)c1ccco1
  -18	0.5	2	-5	-2	1	-17	0	1
CCOC(=O)C1CCCN(C(=O)c2ccc3nc(-c4ccc(OC)c(OC)c4)c(-c4ccc(OC)c(OC)c4)nc3c2)C1 (stereo unspecified)
  8	-1.1	7	14	-1	-7	8	2	-4
COc1ccc(-c2cc(C(=O)Nc3cc(Cl)ccc3OC)no2)cc1
  13	1.7	-1	1	-3	1	11	-2	-4
COc1ccc(NC(=O)c2ccc3c(c2)CCN3S(C)(=O)=O)cc1
  1	4.4	11	2	3	-3	-8	/	-4
c1ccc(COn2nnc3ccccc32)c(COn2nnc3ccccc32)c1
  11	3.3	18	7	-1	-16	3	1	-13
COc1ccc(S(=O)(=O)N(CC(=O)N2CCOCC2)c2ccc(F)cc2)cc1OC
  -6	1.2	1	15	2	-1	9	3	-6
CCN1CCc2nc(NC(=O)c3cc(F)c(F)cc3Cl)sc2C1
  -12	1.6	1	3	-1	4	-2	5	4
CC(=O)Nc1ccc(/C=N/NC(=O)CC2CCCCC2)cc1
  /	/	2	17	1	-7	13	/	-8
CC[C@@]1(C(=O)OC)N[C@H](CN(C)S(=O)(=O)c2ccccc2)[C@@H]2C(=O)N(Cc3ccccc3)C(=O)[C@@H]21
  -9	-1.9	3	-4	-1	-4	-12	0	0
Cc1onc(-c2c(F)cccc2Cl)c1C(=O)Nc1ccc(Cl)c(S(=O)(=O)N(C)C)c1
  -8	0.6	19	5	6	-7	5	-4	-13
CC1Cc2ccccc2N1C(=S)NC1CCCC1 (stereo unspecified)
  1	1.1	0	-5	-1	2	6	-4	-11
CC(=O)Nc1ccc(NC(=O)CSc2ncnc3c2cnn3Cc2ccccc2)cc1
  -10	-2.5	0	2	2	-1	8	-1	8
COC(=O)c1ccn(Cc2ccccc2Cl)n1
  5	-0.3	1	0	3	8	-16	/	5
COc1cccc(-n2cc(C(=O)O)c3ccccc3c2=O)c1
  5	6.4	-1	-1	0	0	0	-1	-1
CCc1nc2ccc(C(=O)NCCCn3ccnc3)cn2c1N(CC)C(=O)NCCc1ccccc1
  /	/	1	9	2	-1	-9	/	4
CCOC(=O)Cn1c(=O)oc2cc(S(=O)(=O)NC(C)(C)CC)ccc21
  89*	0.2	1	2	0	1	2	-3	-1
O=C(OCc1nnc(-c2ccccc2)o1)c1ccc2ccccc2n1
  10	-0.9	4	-7	6	-6	-4	-2	13
C[C@H](CO)N1C[C@H](C)[C@@H](CN(C)C(=O)c2cccnc2)Oc2ncc(Br)cc2C1=O
  -8	-0.5	1	0	-1	1	-3	/	0
Cc1cc(Oc2ccccc2)nc(SCC(=O)Nc2ccccc2)n1
  -1	-4.2	0	4	0	2	3	2	4
CC(C)OC(=O)N(C)c1ccc(C(O)(C(F)(F)F)C(F)(F)F)cc1
  -4	1.4	3	-3	-1	0	5	-5	-5
COc1ccccc1C(=O)OCC(=O)Nc1cccc(S(=O)(=O)N2CCCC2)c1
  5	-0.9	13	6	2	-6	3	/	-2
COc1cc(C(=O)NC(=S)N(CCc2ccccc2)CCc2ccccc2)cc(OC)c1OC
  50	-0.1	6	20	-5	-18	12	1	-16
CCCCN(C=O)c1c(CC)nc2ccc(C(=O)NCCCN3CCCC3=O)cn12
  /	/	1	2	2	7	-2	/	5
Cc1ccc(SCC(=O)O/N=C(\N)c2ccc([N+](=O)[O-])cc2)cc1
  10	0.5	0	-1	-5	-2	-2	0	3
COc1cccc(-c2nnc(NC(=O)c3ccco3)s2)c1
  2	-0.2	0	-11	0	8	2	0	4
Cc1ccc(C(=O)OCc2nc3ccsc3c(=O)[nH]2)o1
  0	1.6	0	4	-4	2	6	-6	11
CCCN(C(=O)c1cc(CC)c(C)s1)c1c(N)n(Cc2ccccc2)c(=O)[nH]c1=O
  3	-2.2	0	8	-3	8	8	0	4
Cc1cc(C)c(NS(=O)(=O)c2ccccc2)c(C)c1NS(=O)(=O)c1ccccc1
  -15	-0.6	5	-1	1	-2	-3	/	1
CCN(CC)CCn1c(=S)[nH]c2cc(C(=O)N3CC(C)CC(C)C3)ccc2c1=O (stereo unspecified)
  13	3.0	1	-1	-3	7	-9	5	-1
Cn1cnc(S(=O)(=O)N2CCCCC2c2cc(C(=O)NCc3ccc(F)cc3)no2)c1 (stereo unspecified)
  /	/	2	-3	0	3	-12	/	6
O=C(CSc1ccccn1)Nc1cccc(NC(=O)CSc2ccccn2)n1
  -17	-0.7	12	2	3	-8	6	9	-5
COc1ccc(CCNCc2csc3nc4ccccc4n23)cc1OC
  6	-1.6	4	8	3	-10	1	3	-4

Four entries out of the list, arranged by count of non-hydrogen atoms, low to high:
Order of results: CRFBP-R2 block	CRFBP-R2 agonist	CHRM4 agonist	M5 antag	M5 ag	M5 PAM	M4 antag	IDE inh	M4 PAM
COc1ccc(CCNCc2csc3nc4ccccc4n23)cc1OC
  6	-1.6	4	8	3	-10	1	3	-4
O=C(CSc1ccccn1)Nc1cccc(NC(=O)CSc2ccccn2)n1
  -17	-0.7	12	2	3	-8	6	9	-5
CCCN(C(=O)c1cc(CC)c(C)s1)c1c(N)n(Cc2ccccc2)c(=O)[nH]c1=O
  3	-2.2	0	8	-3	8	8	0	4
Cn1cnc(S(=O)(=O)N2CCCCC2c2cc(C(=O)NCc3ccc(F)cc3)no2)c1 (stereo unspecified)
  /	/	2	-3	0	3	-12	/	6

New compounds follow
| structure | CRFBP-R2 block | CRFBP-R2 agonist | CHRM4 agonist | M5 antag | M5 ag | M5 PAM | M4 antag | IDE inh | M4 PAM |
| --- | --- | --- | --- | --- | --- | --- | --- | --- | --- |
| Cc1ccc(CCNC(=O)c2cccc(N3CCCC3=O)c2)cc1 | -9 | -2.4 | 1 | 12 | -2 | -5 | 1 | -1 | -2 |
| CC(NC(=O)c1ccccc1)C(=O)N/N=C/c1cccc([N+](=O)[O-])c1 (stereo unspecified) | 5 | -0.7 | 2 | 18 | -6 | -9 | 7 | 3 | 6 |
| COc1ccc(C(=O)COC(=O)C(C(C)C)N2C(=O)C3C4C=CC(C4)C3C2=O)cc1 (stereo unspecified) | 0 | -0.1 | 6 | 6 | 0 | -13 | 3 | 3 | -11 |
| Cc1ccc(CNC(=O)COC(=O)C2CCN(S(=O)(=O)c3cccs3)CC2)cc1 | 19 | 0.3 | 3 | -7 | 0 | 1 | 4 | -1 | -6 |
| O=C(NC(=S)NCCCN1CCOCC1)c1ccco1 | -16 | -2.3 | 14 | 13 | -2 | -12 | -7 | 5 | -4 |
| Oc1ccccc1C(=S)N1CCN(c2cccc(Cl)c2)CC1 | 0 | -0.2 | 2 | 9 | -4 | -5 | 4 | 4 | -7 |
| CN(C)CCCNC(=S)N(CCO)Cc1cc2cc3c(cc2[nH]c1=O)OCO3 | 25 | -0.4 | -1 | 4 | 0 | 5 | 0 | 4 | -1 |
| CSc1nc2cc(C)nn2c(-c2ccccc2)c1C#N | -11 | 0.5 | -1 | -6 | 0 | 9 | -5 | 6 | -9 |
| CCOC(=O)c1sc2nc(C)nc(NC3CCC(O)CC3)c2c1C (stereo unspecified) | -1 | 0.2 | 4 | 2 | -1 | 4 | -10 | -1 | 3 |
| Cc1c2n(c3ccccc13)CCN(C)C2 | -2 | 0.3 | 1 | 3 | 1 | 8 | 1 | -1 | 2 |
| COc1cc(CN2CCN(C3CCC3)CC2CCO)cc(OC)c1 (stereo unspecified) | 4 | -1.6 | 0 | 8 | -13 | 4 | -3 | 2 | 0 |
| COCc1c(C(=O)N2CCN(Cc3ccc(C#N)cc3)CC2)oc2ccccc12 | -18 | 2.1 | 2 | 4 | -4 | -4 | 0 | -1 | -4 |
| O=C(NCc1c(Cl)cccc1Oc1ccccc1)c1ccccc1 | 13 | -1.6 | -1 | -9 | 1 | 12 | -14 | 3 | 14 |
| O=C(O)CN1C(c2ccccc2O)Nc2ccc(Br)cc2C1c1ccccc1 (stereo unspecified) | 63* | -1.7 | 0 | 12 | -3 | -1 | 1 | / | 0 |
